# PLCb3 inh = PLC-beta3 (human) inhibition, primary screen | Q01970 | Purified PLC-beta3, fluorogenic substrate, fluorescence | inhibition, % at 12.2 µM | 0.18% of 370,000 active | AID 720704; in the data active = inhibition above about 11%;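 note: 0% = median of compound wells on plate and 100% = full blocker control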
# ARFGAP1 inh = rat ARFGAP1 inhibition. Q62848. AID 651572. 0.26% of 360,000 active. Arfgap1-stimulated ARF1 GTP hydrolysis, GDP FP detection. inhibition, % at 16.5 µM;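 active = inhibition above a per-plate limit, mean inhibition of low control wells plus 3 SD, cut at about 25% in these data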;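 note: 0% = DMSO wells with enzyme and 100% = wells lacking Arfgap1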
# Target sequence (Q62848 1-136 limits assumed): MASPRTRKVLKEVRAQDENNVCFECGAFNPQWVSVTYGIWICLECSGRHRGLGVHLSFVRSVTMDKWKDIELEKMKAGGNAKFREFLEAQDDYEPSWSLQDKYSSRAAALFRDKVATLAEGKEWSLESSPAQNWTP
#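 Material: truncated rat Arfgap1 GAP domain; Incubation: compound-enzyme preincubation 20 min, reaction 120 min, detection 60 min, 25 °C; Read-out: percent inhibition of Arfgap1-stimulated GTP hydrolysis; Technique: FP, GDP Alexa 633 tracer displaced from anti-GDP antibody, 620/688 nm; Controls: No-Arfgap1 wells (100%) versus DMSO full-reaction wells (0%); Replication: single well per compound.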
# proKLK7 act = activates the human kallikrein-7 zymogen | 0.9% of 370,000 active | purified proKLK7, EDANS-DABCYL substrate fluorescence; 100% is mature enzyme control, 0% vehicle | activation, % at 7 µM;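 active = activation above the mean of all tested compounds plus 3 SD, computed per campaign excluding outliers beyond control limits, cut at about 13% in these data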
# Target sequence (P49862 whole entry, looked up): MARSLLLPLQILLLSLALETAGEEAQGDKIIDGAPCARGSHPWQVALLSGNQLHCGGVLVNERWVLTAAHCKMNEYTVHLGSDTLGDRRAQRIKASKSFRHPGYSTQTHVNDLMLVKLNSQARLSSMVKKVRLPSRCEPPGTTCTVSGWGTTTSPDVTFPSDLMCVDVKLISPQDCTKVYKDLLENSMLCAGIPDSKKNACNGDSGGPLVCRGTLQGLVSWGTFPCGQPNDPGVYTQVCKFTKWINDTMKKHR
# PLCg1 inh = inhibitors of human phospholipase C gamma1; P19174; purified PLC-gamma1, fluorogenic substrate, fluorescence; inhibition, % at 12.2 µM; 0.84% of 370,000 active; AID 720700; in the data active = inhibition above about 9.5%
# ASAP1 inh = blocks human ASAP1-stimulated Arf1 GTP hydrolysis. inhibition, % at 16.5 µM. GDP FP detection. Q9ULH1. AID 624377. 0.19% of 360,000 active; in the data active = inhibition above about 25%;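 note: 0% = vehicle with enzyme and substrate and 100% = no enzyme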
# Target sequence (Q9ULH1 325-724 limits assumed): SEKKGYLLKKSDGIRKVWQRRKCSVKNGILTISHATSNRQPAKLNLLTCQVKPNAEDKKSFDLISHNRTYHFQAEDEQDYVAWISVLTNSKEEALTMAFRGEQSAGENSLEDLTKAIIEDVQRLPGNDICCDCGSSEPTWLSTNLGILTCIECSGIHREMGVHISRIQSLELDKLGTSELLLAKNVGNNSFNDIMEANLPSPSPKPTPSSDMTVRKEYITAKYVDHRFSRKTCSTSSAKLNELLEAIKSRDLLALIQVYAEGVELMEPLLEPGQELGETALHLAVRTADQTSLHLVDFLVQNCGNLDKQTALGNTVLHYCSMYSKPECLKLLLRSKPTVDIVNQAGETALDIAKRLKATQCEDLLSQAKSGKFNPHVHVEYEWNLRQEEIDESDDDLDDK
# Tn7 DDE FP = disrupts Tn7 cyclic peptide binding to fibrin D-Dimer-E complex; P02675; FP displacement of FITC-Tn7 peptide from fibrin DD(E); 0% = median of compound wells per plate; inhibition, % at 8.3 µM; 0.13% of 370,000 active; AID 720508;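 active = inhibition above the mean of compounds falling within the control limits plus 3 SD of them, cut at about 14% in these data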;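 note: 0% = plate median of compound wells and 100% = 10 µM Aha-Tn7 peptide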
#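 Assay system: human fibrin DD(E) protein / Input: 2 µM fibrin DD(E) / Benchmarks: high control of 10 µM Aha-Tn7 peptide / Measured by: fluorescence polarization of the labelled Tn7 tracer / Medium: Tris buffer with calcium and detergent, pH 7.8 / Timing: 10 min compound pre-incubation, 3 h probe incubation at room temperature / Repeats: one replicate per compound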
# Rev-erbA mod = Rev-erb alpha (human) modulation. Rev-erbα–FITC-DNA binding, fluorescence polarization, 90 min. AID 1259318. 0.79% of 370,000 active. activity, % at 10 µM;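 active = activity above about 14%, limit read from the data; passing the limit was not always enough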;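 note: 0% = DMSO wells with 35 nM protein and 100% = DMSO wells with 750 nM protein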
# DDE Tn6 FP inh = DD(E)-Tn6 binding inhibition, primary FP screen; Fibrin DD(E) TRITC-Tn6 fluorescence polarization displacement; AID 720509; inhibition, % at 8.3 µM; 0.21% of 370,000 active; P02675;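 active = inhibition above a per-campaign cutoff: mean of compounds within control limits plus 3 SD, cut at about 15% in these data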;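 note: 0% = median of all compound wells on the plate and 100% = blocking peptide control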
# sPLA2-III inh = Inhibits HGIII-sPLA2 liposome hydrolysis, primary screen; Q9NZ20; QFRET BODIPY PC-A2 liposome hydrolysis, fluorescence; 0.56% of 370,000 active; inhibition, % at 12.2 µM; AID 743126;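 active = inhibition above mean plus 3 SD of compounds lying within the high and low control bounds, cut at about 19% in these data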;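 note: 0% = median of test compound wells and 100% = no enzyme DMSO wells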
# UHRF1 binding = human UHRF1 methylated DNA binding inhibitors; AID 687016; 0.75% of 370,000 active; inhibition, % at 4.4 µM; UHRF1 binding to methylated oligo, TR-FRET; Q96T88; in the data active = inhibition above about 21%;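 note: UHRF1 SRA domain binding a hemimethylated CpG hairpin DNA probe; 0% = median of test compound wells and 100% = reference inhibitor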
# Starred values were filed as active, the others as inactive; . = no result given.
SMILES,PLCb3 inh,ARFGAP1 inh,proKLK7 act,PLCg1 inh,ASAP1 inh,Tn7 DDE FP,Rev-erbA mod,DDE Tn6 FP inh,sPLA2-III inh,UHRF1 binding
CCOC(=O)N1CCN(CC(O)COCc2ccc(OC)c(OC)c2)CC1 (centres undefined),1,-7,-0.4,2,12,4,-7,-10,6,3
O=C(CSC1CC(=O)N(c2ccc(C(=O)O)cc2)C1=O)Nc1ccc(Cl)cc1 (centres undefined),-1,10,0.0,-1,-12,1,3,-6,-5,15
CC(C)NC(=O)Cn1cnc2c(cnn2-c2ccc(F)cc2)c1=O,-3,-2,-0.5,-1,10,-4,-1,5,-3,13
CCOC(=O)c1c(N2C(=O)Nc3ccccc3N2O)n[nH]c1-c1cccc(OC)c1,-1,-3,0.3,0,-4,0,2,2,-4,-2
Cc1[nH]nc2c1C1(CCOC1C)C(C#N)=C(N)O2 (centres undefined),-1,-6,-0.6,0,-15,11,0,0,5,-5
COCCNC(=O)C/C(C)=N/NC(=O)C(=O)NC1CCCCC1,-5,17,0.8,0,6,-1,-2,-5,11,4
Cn1nc2sc3ccccc3n2c(=O)c1=O,-8,9,-5.5,-7,-12,7,-6,-2,-3,-3
Cc1cccc([C@@H]2[C@@H]3C(=O)N(Cc4ccccc4)C(=O)[C@@H]3[C@]3(Cc4ccccc4)C(=O)N(c4cccc(Cl)c4)C(=O)N23)c1,4,19,0.0,0,14,1,2,-2,-12,2
COc1ccccc1C(=O)N/C(=N/c1nc(C)cc(C)n1)Nc1ccccc1,-3,4,0.0,2,-3,-12,9,5,-4,3
CC(=O)[C@@]1(O)CC[C@H]2[C@@H]3C[C@H](C)C4=CC(=O)CC[C@]4(C)[C@H]3CC[C@@]21C,-2,0,-0.4,2,6,0,-4,-6,6,1
COc1ccc(NC(=O)N2CCCC(C(=O)Nc3cccc(C)c3C)C2)cc1 (centres undefined),-2,1,0.4,-1,-1,0,0,-4,3,0
O=C(CN(c1cccc(Cl)c1)S(=O)(=O)c1ccc(Cl)cc1)N1CCc2ccccc2C1,-2,2,1.2,2,-7,5,-3,8,15,4
COc1cc(C(=O)N[C@H](C(=O)NC2CCCc3ccccc32)C(C)C)cc(OC)c1OC (some centres undefined),-1,5,-0.3,3,-7,-3,-3,7,-3,3
Cc1ccc(S(=O)(=O)NCC(=O)OC(C)C(=O)c2ccccc2)cc1 (centres undefined),0,-4,0.6,-3,-4,-2,8,-4,-5,-4
COc1ccc(N(CC(=O)NC2CCCC2)C(=O)CCC(=O)Nc2nc(C)cs2)cc1OC,2,-9,-0.3,3,-5,-1,1,-3,6,0
COC(=O)c1c(C)[nH]c(C(=O)N2CCN(c3ccc(OC)cc3)CC2)c1C,-6,12,-0.3,-4,-1,1,-2,-6,4,4
CCOCCCNC(=O)N1CCOCC1,0,-6,-0.3,-1,-6,1,-4,4,5,-1
Cc1onc(-c2c(Cl)cccc2Cl)c1C(=O)NCCCN1CCOCC1,0,0,0.2,-3,1,-3,-2,-1,0,-1
CC1(C)c2ccccc2N2CC(=O)NC21/C=C/c1ccco1 (centres undefined),-163,-7,0.2,-137,15,6,-8,7,-6,-3
O=c1[nH]c(CSc2ncn[nH]2)nc2ccccc12,-11,12,0.1,2,6,-6,0,0,-1,-1
Cc1nnc(SCc2cccc(Oc3ccccc3)c2)n1N,-2,-3,0.2,0,11,6,-1,-9,2,2
Cc1cc(C)n2nc(C(=O)OCC(=O)Nc3cc(Cl)ccc3C)nc2n1,-7,-13,-0.9,-14,-4,-3,0,2,-2,0
O=c1c2c3c(sc2ncn1Cc1ccc(F)cc1)CCC3,-10,-13,-0.1,-3,3,1,-4,-13,4,-2
COc1ccc(NC(C)=O)cc1NC(=O)CCn1c(=O)sc2ccccc21,2,11,-0.1,0,8,4,0,-1,-3,-1
O=c1c2ccccc2nc(COc2ccccc2)n1/N=C/c1ccc(O)c(O)c1,-83,-7,-0.1,-1,8,0,-7,-3,4,2
COc1ccc(NC(=O)CSc2nnc(-c3ccncc3)o2)c(OC)c1,-2,5,-0.2,2,1,5,1,11,-1,-1
C=CCN1C(=O)[C@H](CC(=O)NCCC(C)C)[C@@]2(C(=O)OCC)CCCC=C12,1,.,-0.3,0,.,5,7,9,-2,-2
COc1ccccc1OCCN(C#N)c1nc(N(C)C)nc(N(C)C)n1,-2,-4,0.0,4,3,-5,0,4,2,2
COc1ccccc1-n1cc(-c2ccc(Cl)cc2)[nH]c1=O,-2,1,0.9,-1,14,-10,-4,4,-9,-4
N#C/C(=C(/O)COC(=O)COc1cccc(Br)c1)c1nc2ccccc2[nH]1,-42,3,-1.2,-23,1,-9,7,-2,-18,-6
CCOc1ccc(C(=O)N/N=C/c2cccc3cccnc23)cc1,-1,-2,-0.5,0,3,-6,-4,7,0,-6
O=C(Nc1nnc(-c2ccco2)o1)c1ccc(Br)s1,-46,-1,-0.3,-4,-11,-2,4,1,-3,-4
CCOC(=O)CSc1ccc2nnc(-c3ccncc3)n2n1,-16,-12,-0.9,-10,1,7,-3,2,8,2
CC(C)C(NC(=O)CSc1ccc(Cl)cc1)C(C)C,7,6,-0.1,-4,2,5,1,-1,-3,-2
CC(NCC(=O)Nc1cc(S(=O)(=O)N2CCOCC2)ccc1Cl)c1ccc(Cl)cc1Cl (centres undefined),5,12,1.1,9,0,-15,-4,2,-6,1
COc1ccc(C(=O)c2nccc3ccccc23)cc1,-5,-8,0.7,-2,2,4,1,-2,-4,-5
COc1ccccc1N(C(C)=O)c1nc(C)cc(C)c1C#N,1,-6,-0.9,1,-7,1,-4,-5,8,2
CCOC(=O)c1cnc(SCC(=O)Nc2sc(C)c(C)c2C#N)nc1N,4,7,0.1,0,6,-1,-1,-3,-1,-2
Cc1ccc(C)c(NC(=O)C2CC=CCC2C(=O)O)c1 (centres undefined),4,1,-0.4,7,14,-4,-6,5,-2,-3
Fc1ccc(CN(Cc2ccccc2)C(c2cccs2)c2nnnn2C2CCCCC2)cc1 (centres undefined),4,1,-0.4,3,17,-10,-2,7,-1,-1
COC(=O)c1cc(CNC(=O)c2ccc(N3CCCC3)c([N+](=O)[O-])c2)ccc1OC,-9,1,0.3,-3,5,9,2,1,5,0
CC(OC(=O)Cn1cc(C(F)(F)F)ccc1=O)C(=O)N(C)c1ccccc1 (centres undefined),3,3,-0.4,3,-7,-8,3,5,-6,0
COC(=O)c1cc(NS(=O)(=O)c2ccc(NCc3cccnc3)c(N)c2)cc(C(=O)OC)c1,-6,2,-0.2,-6,6,3,5,-1,-30,1
CC(=O)Cc1nsc(NC(=O)c2cccs2)n1,1,-3,0.3,-2,3,-5,3,-5,0,5
O=C(/C=C/c1ccc(N2CCC(c3ccccc3)=N2)cc1)c1ccccc1,-67,1,-1.2,-55,8,-3,-6,-8,0,2

# The closing 5 records of the part above are carried over, then new ones follow:
SMILES,PLCb3 inh,ARFGAP1 inh,proKLK7 act,PLCg1 inh,ASAP1 inh,Tn7 DDE FP,Rev-erbA mod,DDE Tn6 FP inh,sPLA2-III inh,UHRF1 binding
COC(=O)c1cc(CNC(=O)c2ccc(N3CCCC3)c([N+](=O)[O-])c2)ccc1OC,-9,1,0.3,-3,5,9,2,1,5,0
CC(OC(=O)Cn1cc(C(F)(F)F)ccc1=O)C(=O)N(C)c1ccccc1 (centres undefined),3,3,-0.4,3,-7,-8,3,5,-6,0
COC(=O)c1cc(NS(=O)(=O)c2ccc(NCc3cccnc3)c(N)c2)cc(C(=O)OC)c1,-6,2,-0.2,-6,6,3,5,-1,-30,1
CC(=O)Cc1nsc(NC(=O)c2cccs2)n1,1,-3,0.3,-2,3,-5,3,-5,0,5
O=C(/C=C/c1ccc(N2CCC(c3ccccc3)=N2)cc1)c1ccccc1,-67,1,-1.2,-55,8,-3,-6,-8,0,2
CN1CCN(c2nc(-c3cccs3)nc3ccccc23)CC1,-19,-13,0.5,-12,5,1,4,3,-11,-7
Cc1oc2c(c1C(=O)Nc1cccc3ccccc13)CCCC2,2,-1,0.5,4,19,-2,2,-2,-19,-1
COc1ccccc1C(=O)O/N=C(\N)c1ccccc1Cl,-2,-5,0.1,1,2,6,1,2,-30,5
Cc1cc(OCC(=O)NCC(O)c2ccccc2)c2c(C)c(C)c(=O)oc2c1 (centres undefined),-66,3,0.6,-30,-2,4,-8,-1,2,-2
Cc1cc(C)nc(Nc2ccc(C(=O)O)cc2)n1,-3,10,-0.4,1,9,-5,-4,1,3,-3
CCOc1cc2c(cc1OCC)C(C(=O)O)C(c1cc(Br)c(O)c(OC)c1)N(C)C2=O (centres undefined),2,1,-0.1,-2,6,5,-4,1,-4,1
CCOc1cccc(C(=O)Nc2ccc(N3CCCC3)cc2)c1,-10,0,-0.3,-3,-7,-2,-1,-8,17,1
CC1(C)Cc2c(sc3nc(NCCN4CCOCC4)n4ncnc4c23)CO1,-2,-6,0.2,-3,10,3,-5,5,5,-1
COc1ccc(NC(=S)N2CCN(c3ccc([N+](=O)[O-])cc3)CC2)cc1OC,2,6,-1.6,-2,10,1,5,11,5,16
COCCn1nnnc1C(c1ccccn1)N1CCN(c2cc(Cl)ccc2C)CC1 (centres undefined),-4,1,-0.5,-1,1,-1,-5,-6,-2,1
NC(Cc1ccc(C(F)(F)F)cc1)c1csc(Nc2ccc(C(=O)c3ccccc3)cc2)n1 (centres undefined),-296,23,1.0,-187,13,-13,5,-1,7,2
CCOC(=O)c1csc(NNC=O)n1,11*,-4,0.2,1,7,2,-1,3,1,0
CCc1nnc(NS(=O)(=O)c2ccc(NS(=O)(=O)c3ccccc3)cc2)s1,5,-3,0.4,1,-9,-1,3,-11,-23,0
CSc1cccc(NC(=O)C2CCN(C(=O)c3ccccc3C)CC2)c1,5,12,-0.6,4,-1,-4,4,5,11,6
Fc1c(F)c(-n2nnc3ccccc32)c(F)c(F)c1Cl,-1,7,-0.3,1,-1,-2,-6,-4,-7,-1
CN(C)/C=N/c1nc(-c2ccc3ccccc3c2)cs1,-4,-3,1.3,-1,7,-2,-1,4,-19,1
CC12CCC(C(=O)NCCc3ccccc3)(OC1=O)C2(C)C (centres undefined),3,8,0.9,1,-6,-3,6,-4,3,0
CCOC(=O)C1=CC[C@H]2c3c(c4ccccc4n3C)C(=O)C1N2C(=O)OC(C)(C)C,1,5,-0.1,-4,-8,-1,-1,2,-3,-2
Cc1cccn2cc(CCNS(=O)(=O)c3ccc4c(c3)OCCO4)nc12,3,2,0.2,0,8,-8,-4,-4,-3,-1
COCCOC(=O)c1sc(=S)n(CCOC)c1N,-13,5,0.0,-9,8,-1,3,14,-2,-3

# Source: PubChem
